Screening data from PubChem BioAssay.
Luc counter = Counterscreen for Luciferase (Kinase-Glo TM) Inhibition | Luciferin 4-monooxygenase (Photuris pensylvanica), Q27757 | Kinase-Glo luciferase, ATP luminescence, 8 min | Potency, µM (highest dose often 38.3 µM), without a hit: at the highest dose activity change, negative = inhibition, most hits filed as inhibitors | 200,000 tested, 0.28% active; also: potency is read from the fitted curve at half-maximal effect; % is scaled to controls: 0 for no effect and ±100 for the full control effect; nearly all actives have a fitted effect of over 60% in size
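Light output from Kinase-Glo luciferase with luciferin and 10 uM ATP in 50 mM imidazole pH 7.2, KCl, MgCl2, Tween 20, BSA; compound pin-delivered, 8-min ambient incubation, then luminescence read.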
HTT aggregate = qHTS Multiplex Assay to Identify Dual Action Probes in a Cell Model of Huntington: Aggregate Formation (GFP); PC12 HttQ103-GFP aggregates, Acumen cytometry, 40 h; Potency, µM (series often up to 46.1 µM), for the others: top-dose activity change, negative = inhibition, actives largely listed as inhibitors; 220,000 tested, 1.1% active; also: potency is read from the fitted curve at half-maximal effect; % is scaled to controls: 0 for no effect and ±100 for the full control effect; nearly all actives have a fitted effect of over 60% in size
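Read-out: GFP aggregate count by laser scanning cytometer (488 nm excitation, 500-530 nm emission, 1–25 µm objects >6 SD above background). Cells: PC12, inducible HTTex1-Q103-GFP, 100 nM tebufenozide; compounds titrated.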
IMPase Li inh = qHTS Assay for Identifying the Cell-Membrane Permeable IMPase Inhibitors: Potentiation with Lithium | Potency, µM (titrated, usually from 59.4 µM), without a hit: top-dose activity, negative = IMPase inhibition, actives largely listed as inhibitors | CHO-M1 cells, IP1 TR-FRET (IP-One), carbachol + lithium | 210,000 tested, 0.35% active;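 also: IP1 builds up when IMPase is blocked and the TR-FRET signal falls; potency is read from the fitted curve at half-maximal effect; plate controls were basal vehicle for no effect and high inhibitor control for full effect; nearly all actives have a fitted effect of over 50% in size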
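Readout is a homogeneous TR-FRET IP1 immunoassay (Ex 320, Em 665 and 620), where raised cytosolic IP1 lowers signal. Cells were CHO-M1 treated 30 min at 37C with test compounds plus a little lithium; AC50 values came from Hill-equation fitting.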
CBFb-RUNX1 inh = qHTS Assay for Compounds Blocking the Interaction Between CBF-beta and RUNX1 for the Treatment of Acute Myeloid Leukemia; Runt-related transcription factor 1 (Homo sapiens) + Core-binding factor subunit beta …; AlphaScreen CBFb-His/RUNX1-biotin binding, biochemical; AID 1477, 2009; 230,000 tested, under 10 active; Potency, µM (top dose mostly 59.8 µM), for inactives: at the top dose activity, negative = inhibition, hits mostly inhibitors; also: % of control where 0% means no effect
Target sequence (Q01196 whole entry, looked up): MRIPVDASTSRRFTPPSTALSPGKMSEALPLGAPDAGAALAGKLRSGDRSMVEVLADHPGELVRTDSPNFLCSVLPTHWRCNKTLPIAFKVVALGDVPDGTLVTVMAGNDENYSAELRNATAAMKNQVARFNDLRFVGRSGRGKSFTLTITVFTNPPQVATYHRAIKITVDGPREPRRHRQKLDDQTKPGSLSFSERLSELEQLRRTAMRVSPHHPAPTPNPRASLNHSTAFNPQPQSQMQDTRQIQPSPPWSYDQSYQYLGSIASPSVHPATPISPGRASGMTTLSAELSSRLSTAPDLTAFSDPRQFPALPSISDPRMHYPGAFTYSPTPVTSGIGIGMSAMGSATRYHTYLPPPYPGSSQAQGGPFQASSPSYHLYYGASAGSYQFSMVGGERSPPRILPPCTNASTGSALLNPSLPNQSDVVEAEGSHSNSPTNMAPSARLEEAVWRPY
Target sequence (Q13951 whole entry, looked up): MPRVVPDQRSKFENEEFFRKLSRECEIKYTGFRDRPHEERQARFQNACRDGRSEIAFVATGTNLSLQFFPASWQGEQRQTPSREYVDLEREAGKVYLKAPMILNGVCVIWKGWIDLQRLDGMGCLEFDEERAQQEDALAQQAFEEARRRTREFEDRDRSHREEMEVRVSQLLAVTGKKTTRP
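CBFb-His/RUNX1-biotin, 30 nM each, preincubated 20 min RT; compound 15 min RT; Ni + streptavidin beads 50 ng each, 90 min RT; AlphaScreen read.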
L3MBTL1 inh = qHTS Assay for the Inhibitors of L3MBTL1. Lethal(3)malignant brain tumor-like protein 1 (Homo sapiens), Q9Y468. AlphaScreen L3MBTL1–H3K9me1 peptide binding. Potency, µM (series often up to 57.1 µM), for inactives: at the top dose activity, negative = inhibition, hits mostly inhibitors. 230,000 tested, 0.66% active. AID 485360, 2010; also: potency is read from the fitted curve at half-maximal effect; % is scaled to controls: 0 for no effect and ±100 for the full control effect; nearly all actives have a fitted effect of over 60% in size
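First, the protein-peptide complex forms for 30 min at room temperature (L3MBTL1 50 nM, biotinylated H3K9me1 peptide 75 nM). Next, compounds are pin-transferred and incubated 30 min. Finally, AlphaScreen beads are added and read after 30 min.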
Epigenetic reg = Quantitative High-Throughput Screen for Regulators of Epigenetic Control. murine LDR cells, GFP reporter derepression, 30 h. AID 1865, 2009. 280,000 tested, 0.2% active. Potency, µM (top dose mostly 53.9 µM), for inactives: at the top dose GFP activation, usual class: activators; also: potency is read from the fitted curve at half-maximal effect; % of control where 0% means no effect; nearly all actives have a fitted effect of over 60% in size
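Readout is the number of GFP-expressing murine LDR cells, counted by cytometry following washing. Cells were treated with compound for 30 h at 37 C; the stably integrated CMV-GFP locus is normally silent.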
NPSR antagonist = qHTS Assay for Antagonists of the Neuropeptide S Receptor: cAMP Signal Transduction; Q6W5P4; CHO-NPSR cells, cAMP TR-FRET, antagonist mode; Potency, µM (highest dose often 38.3 µM), for inactives: top-dose activity change, negative = inhibition, hits mostly inhibitors; 220,000 tested, 1% active; also: potency is read from the fitted curve at half-maximal effect; % is scaled to controls: 0 for no effect and ±100 for the full control effect; nearly all actives have a fitted effect of over 50% in size; many of its hits are not listed in these tables
Target sequence (Q6W5P4 whole entry, looked up): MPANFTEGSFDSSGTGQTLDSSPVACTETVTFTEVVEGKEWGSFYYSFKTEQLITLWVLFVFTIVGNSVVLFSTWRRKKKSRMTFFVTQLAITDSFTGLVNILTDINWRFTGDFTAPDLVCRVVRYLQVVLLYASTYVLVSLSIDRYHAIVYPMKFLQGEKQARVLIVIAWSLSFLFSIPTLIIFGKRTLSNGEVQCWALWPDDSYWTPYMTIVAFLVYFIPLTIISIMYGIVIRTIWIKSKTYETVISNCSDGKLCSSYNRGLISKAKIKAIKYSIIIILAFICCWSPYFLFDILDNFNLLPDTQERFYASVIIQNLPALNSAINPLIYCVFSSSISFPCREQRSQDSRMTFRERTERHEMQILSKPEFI
The depositor's hits bear a star; ? = inconclusive; nt = not tested or not shown; [ ] = another dose, or the depositor's remark. Calls follow the shape of the dose curve; as a rule, active = well fitted curve in the direction sought with a large enough effect; inconclusive = small, poorly fitted or top-dose-only effect, or another doubt; inactive = no such curve, though single readings can be large; an effect the other way counts as inactive or inconclusive. The list is partial; count on the stated rates, not on these rows.

SMILES	Luc counter	HTT aggregate	IMPase Li inh	CBFb-RUNX1 inh	L3MBTL1 inh	Epigenetic reg	NPSR antagonist
COc1ccc(OC(=O)c2ccc(Cl)cc2)c(C(C)=O)c1	nt	4%	3%	-1%	nt	0.0%	4%
Cc1cccc(N2CCN(C(=S)NCc3ccco3)CC2)c1C	0%	-9%	5%	-6%	-12%	-0.9%	-8%
O=C(CSc1nc(-c2ccccc2)c(-c2ccccc2)[nH]1)NCCN1C(=O)CSC1=O	nt	16%	nt	-8%	-7%	1.0%	-11%[46.1 µM]
COC(=O)c1cc(OC)ccc1-c1ccc(OC)cc1	-1%	6%	-11%[38.3 µM]	9%	1%	-2.7%	-15%[46.1 µM]
O=C(O)C1=C[C@H](c2ccc(Br)cc2)C[C@H](OCc2ccc(CO)cc2)O1	nt	14%[9.22 µM]	-4%	17%	6%	1.5%	-10%
CCOC(=O)c1c(NC(=O)c2cccnc2)sc(C)c1C	4%	-4%	2%[38.3 µM]	0%	4%	-1.1%	-16%[46.1 µM]
COc1cc(CC(=O)NCc2cccs2)cc(OC)c1OC	-4%	-4%	20%[38.3 µM]	1%	nt	-1.0%	-4%[46.1 µM]
CC(=O)N(Cc1ccc(F)cc1)C1=C(NCCc2ccccc2)C(=O)c2ccccc2C1=O	-4%	7.1µM*	13%[38.3 µM]	?	nt	1.9%	?
O=S1(=O)N=C(N/N=C/c2ccc(Br)o2)c2ccccc21	-2%	-1%	-7%	-2%	1%	0.2%	-49%
C=C(C)CSc1nnc2n(Cc3ccccc3)c(=O)c3c4c(sc3n12)CCC4	-5%	4%	10%[38.3 µM]	7%	2%	-2.9%	-6%[46.1 µM]
COc1ccc(CCNC(=O)CN(CCc2ccccc2)S(C)(=O)=O)cc1	3%	4%[9.22 µM]	2%	6%	4%	0.9%	-1%
CCOc1ccc(NC(=O)CC2C(=O)N(c3ccc(OC)cc3)C(=O)N2CCc2cccs2)cc1 (configuration not stated)	3%	-2%	11%	4%	-10%	0.9%	-9%
COC/C=C/C1=CC2=CC(=O)C(C)(OC(=O)c3cnc4ccccc4n3)C(=O)C2=CN1Cc1ccccc1 (configuration not stated)	-2%[7.66 µM]	-14%[9.22 µM]	-1%	?	nt	-3.2%	-28%
C/C(=N\NC(=O)c1cccc(Cl)c1)c1cccc(NC(=O)c2ccco2)c1	0%	-6%	26%[38.3 µM]	6%	13%	7.5%	-1%[46.1 µM]
O=C(CN1CCN(S(=O)(=O)/C=C/c2ccccc2)CC1)Nc1ccccc1N1CCOCC1	nt	0%[9.22 µM]	nt	-12%	nt	0.3%	-20%
Cc1nc(=S)c2ccccc2[nH]1	-1%	0%	10%[38.3 µM]	-11%	nt	0.1%	2%[46.1 µM]
O=C(CCNC(=O)Cn1ccc2ccccc2c1=O)NCCc1ccccc1Cl	5%	-2%	5%	-3%	?	0.0%	4%
C=CCOc1c2ccc(C(=O)NCc3ccccc3OC)cc2nn1C	2%	29%	-14%[38.3 µM]	-3%	-3%	-0.4%	-7%[46.1 µM]
O=C1CCC([N+](=O)[O-])C(c2ccc(Br)cc2)N1 (configuration not stated)	1%	6%	5%	4%	8%	-0.9%	8%
O=C(NCc1cn2ccccc2n1)c1ccccc1	-1%	-4%	0%[38.3 µM]	3%	5%	-1.1%	-4%[46.1 µM]
Cc1ccc(-c2cc(NC(=O)CCl)n(-c3ccccc3)n2)cc1	-5%	?	12%[38.3 µM]	-19%	-2%	-1.1%	?
C[C@]12CCC3c4ccc(OC(=O)c5ccccc5)cc4CCC3C1CCC2=O (some centres not stated)	-8%	nt	-8%	nt	nt	5.3%	nt
O=C(O)c1ccc2nc(C(F)(F)F)[nH]c2c1	3%	-18%	15%[38.3 µM]	4%	2%	0.0%	-6%[46.1 µM]
CC/C(=N\N=C1\SC(C)C(=O)N1Cc1ccco1)c1ccccc1 (configuration not stated)	-1%	22%	13%	5%	4%	0.0%	-18%

The closing 4 entries of the part above come first, to join the parts:
SMILES	Luc counter	HTT aggregate	IMPase Li inh	CBFb-RUNX1 inh	L3MBTL1 inh	Epigenetic reg	NPSR antagonist
Cc1ccc(-c2cc(NC(=O)CCl)n(-c3ccccc3)n2)cc1	-5%	?	12%[38.3 µM]	-19%	-2%	-1.1%	?
C[C@]12CCC3c4ccc(OC(=O)c5ccccc5)cc4CCC3C1CCC2=O (some centres not stated)	-8%	nt	-8%	nt	nt	5.3%	nt
O=C(O)c1ccc2nc(C(F)(F)F)[nH]c2c1	3%	-18%	15%[38.3 µM]	4%	2%	0.0%	-6%[46.1 µM]
CC/C(=N\N=C1\SC(C)C(=O)N1Cc1ccco1)c1ccccc1 (configuration not stated)	-1%	22%	13%	5%	4%	0.0%	-18%
OC(CNCCc1ccccc1)c1ccccc1 (configuration not stated)	-7%	8%	5%[38.3 µM]	-5%	-1%	0.3%	7%[46.1 µM]
CN(c1ccccc1)S(=O)(=O)c1cccc(NC(=O)CC(C)(C)C)c1	0%	?	13%	-2%	8%	-3.0%	12%
O=C(NCCN1CCOCC1)c1ccc(CS(=O)(=O)c2ccc(Cl)cc2)o1	-1%	2%	-26%[38.3 µM]	2%	-1%	0.0%	-7%[46.1 µM]
COCCCNC(=O)CCCn1c(=O)c2ccccc2n(CC(=O)Nc2c(C)cccc2C)c1=O	-1%	7%	20%[38.3 µM]	5%	0%	0.0%	-4%[46.1 µM]
CCc1ccc(CC)c(S(=O)(=O)Nc2ccc(C(=O)O)c(O)c2)c1	-8%	-3%	12%[38.3 µM]	3%	3%	0.0%	-10%[46.1 µM]
O=c1oc2c(CN3CCOCC3)c(O)ccc2c2c1CCCC2	-5%	7%	1%[38.3 µM]	3%	-1%	0.1%	7%[46.1 µM]
COc1cc(CN(C)CCc2ccccn2)cc(OC)c1OC	-2%	-11%	14%[38.3 µM]	8%	-10%	-17%	-7%[46.1 µM]
O=C(Nc1ccc(Cc2ccncc2)cc1)C1CCC(N2C(=O)C3CCCCC3C2=O)CC1 (configuration not stated)	-2%	nt	9%	8%	-7%	0.0%	-6%
Cc1ccc(-c2csc3nnc(SCC(=O)NCc4ccco4)n23)cc1	3%	7%	48%[activator][38.3 µM]	5%	0%	-6.7%	-13%[46.1 µM]
COc1ccc(CC(=O)N2CCC(c3ccccc3)C2)cc1 (configuration not stated)	1%	3%	-5%	-6%	0%	0.9%	-4%
CN[C@@H](CC(C)C)C(=O)N[C@@H]1C(=O)N[C@H](CC(N)=O)C(=O)N[C@@H]2C(=O)N[C@H]3C(=O)N[C@H](C(=O)N[C@H](C(=O)O)c4cc(O)cc(O)c4-c4cc3ccc4O)[C@H](O)c3ccc(c(Cl)c3)Oc3cc2cc(c3O[C@H]2O[C@@H](CO)[C@@H](O)[C@@H](O)[C@@H]2O[C@@H]2C[C@](C)(N)[C@H](O)[C@H](C)O2)Oc2ccc(cc2Cl)[C@@H]1O	2%[17.1 µM]	20%	-1%	-7%[21.7 µM]	nt	1.1%[16.9 µM]	nt
COc1ccc(CN2C(=O)C(O)(CC(=O)c3c(C)n[nH]c3C)c3ccccc32)cc1OC (configuration not stated)	-2%	8%	16%[38.3 µM]	3%	nt	1.2%	-5%[46.1 µM]
C=CCn1c(=O)c2ccccc2n2c(SCC(=O)NCCc3ccccc3)nnc12	-1%	8%	2%[38.3 µM]	10%	nt	0.2%	-27%[46.1 µM]
Cc1ccc2nc(Nc3nc(-c4ccccc4)cc(=O)[nH]3)nc(C)c2c1	1%	8%	17%[38.3 µM]	3%	10%	?	-17%[46.1 µM]
COC(=O)C1=C(C)N(c2cc(Cl)cc(Cl)c2)C(=O)C1	-3%	54%	7%[38.3 µM]	4%	-1%	4.6%	11%[46.1 µM]
N=c1c2c(-c3ccccc3)c(-c3ccccc3)oc2ncn1CCN1CCOCC1	-6%	?	4%[38.3 µM]	-6%	-20%	-1.5%	?
Cc1cccc(NC(=O)c2onc3c2CCCC3)n1	4.5µM*	-25%	7%	5%	12%	-8.4%	-8%
CN(C)c1ccc2c3c(ccc(N(C)C)c13)C(=O)OC2	nt	12%[9.22 µM]	nt	9%	-5%	1.0%	-5%
CCOC(=O)c1ccc(NC(=O)C(CC)(CC)C(=O)OCC)cc1	1%	-2%	12%[38.3 µM]	9%	nt	-1.0%	-20%[46.1 µM]
CCc1ccccc1NC(=S)N(Cc1ccc(C(=O)O)cc1)Cc1ccc(OC)c(OC)c1	nt	8%	-8%	-1%	nt	-0.9%	-37%
Cc1cc(/C=N\O)c(C)n1-c1ccncc1	-1%	1%	20%[38.3 µM]	-1%	nt	-1.9%	-7%[46.1 µM]
OCCNCC(O)Cn1c2ccccc2c2ccccc21 (configuration not stated)	-1%	-11%[9.22 µM]	10%	6%	-3%	-0.1%	3%
CCCc1nnc(SCC(=O)N2CCOCC2)n1CCCOC	-2%	-5%	-15%[38.3 µM]	4%	-6%	5.5%	-14%[7.67 µM]
CCCn1c(SCCC(=O)O)nc2ccccc21	1%	3%[9.22 µM]	4%	3%	5%	1.2%	14%
Cc1cc(C)n(-c2nc3c(c(=O)[nH]c(=O)n3C)n2CC(O)COc2ccccc2)n1 (configuration not stated)	-1%	-11%	-1%[38.3 µM]	3%	0%	-1.0%	2%[46.1 µM]
CCc1ccc(N2CC(C(=O)Nc3nccs3)CC2=O)cc1 (configuration not stated)	-3%	2%	10%[38.3 µM]	0%	1%	-3.0%	-11%[46.1 µM]
NS(=O)(=O)c1ccc(NC(=S)Nc2ccc(OCc3ccccc3)cc2)cc1	nt	3%	-2%	-3%	nt	6.4%	-5%
CC(=O)NCCn1c(SCC(=O)NCCC(C)C)nc2ccccc2c1=O	0%	-4%	7%[38.3 µM]	-2%	-1%	0.0%	-11%[46.1 µM]
COC(=O)c1ccc(CN2C(=O)c3ccccc3S2(=O)=O)cc1	-6%	12%	-8%[38.3 µM]	14%	10%	-0.2%	1%[46.1 µM]
COc1ccc(-c2noc(C3CCCN(S(=O)(=O)c4ccc(C)c(Cl)c4)C3)n2)cc1OC (configuration not stated)	nt	-13%	nt	2%	-10%	-5.1%	-14%[46.1 µM]
O=C(CCNC(=O)c1ccccc1Cl)Nc1nc2ccccc2s1	-6%	-2%	-4%	9%	nt	0.9%	-13%
